Screening results as filed in PubChem BioAssay.
ASM inhibitor – Inhibitors of Secretory Acid Sphingomyelinase (S-ASM): qHTS; Sphingomyelin phosphodiesterase (Homo sapiens), P17405; placental ASM, HMU-PC fluorogenic substrate, 60 min; Potency, µM (titrated, usually from 57.5 µM), for inactives: top-dose activity change, negative = inhibition, hits mostly inhibitors; 0.006% of 340,000 active; AID 504937, 2011; further: potency means the concentration at half of the fitted maximal effect
Target sequence (P17405 47-631 limits assumed): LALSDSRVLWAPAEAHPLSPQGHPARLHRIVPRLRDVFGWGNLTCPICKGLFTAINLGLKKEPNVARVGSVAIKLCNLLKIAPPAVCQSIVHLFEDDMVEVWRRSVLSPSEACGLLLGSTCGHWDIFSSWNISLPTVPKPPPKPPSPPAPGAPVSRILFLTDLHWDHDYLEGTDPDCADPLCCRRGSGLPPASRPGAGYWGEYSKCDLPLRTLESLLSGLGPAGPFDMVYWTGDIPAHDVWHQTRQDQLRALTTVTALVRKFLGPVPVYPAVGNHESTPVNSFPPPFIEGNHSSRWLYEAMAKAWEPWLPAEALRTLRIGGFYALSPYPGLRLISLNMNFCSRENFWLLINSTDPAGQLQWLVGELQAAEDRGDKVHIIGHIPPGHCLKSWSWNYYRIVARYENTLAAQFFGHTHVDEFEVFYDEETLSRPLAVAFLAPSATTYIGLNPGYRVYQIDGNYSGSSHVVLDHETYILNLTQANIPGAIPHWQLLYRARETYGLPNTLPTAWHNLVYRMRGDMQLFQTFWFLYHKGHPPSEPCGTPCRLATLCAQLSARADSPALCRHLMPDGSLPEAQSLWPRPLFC
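qHTS format. ASM enzyme prepared from human placenta hydrolyses the fluorogenic substrate HMU-PC0 (9 uM final) over 60 min at 37 °C after a 10 min compound preincubation.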
p53 reactivator – qHTS assay for re-activators of p53 using a Luc reporter; H1299 p53-A138V BP100-luciferase reporter, luminescence, 24 h; Potency, µM (series often up to 92.2 µM), inactives show at the highest dose activity change, positive = activation, most hits filed as activators; AID 504706, 2011; 0.063% of 320,000 active; further: potency means the concentration at half of the fitted maximal effect; % of control where 0% means no effect; nearly all actives have a fitted effect of over 45% in size
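H1299 (p53-null), stable ts p53-A138V + BP100-Luc; 1000 cells/well, Opti-MEM/10% FBS; cpd 4 pt, 1:5; 24 h, 37 deg C, 5% CO2; detection reagent 10 min RT; luminescence.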
TRPV1 agonist – HTS Assay for Compounds that Act as Agonists of the Vanilloid Receptor 1. AID 540275, 2011. 0.19% of 320,000 active. TRPV1-expressing cells, Fluo-8 calcium influx, agonist mode. Transient receptor potential cation channel subfamily V member 1 (Homo sapiens), Q8NER1. activation, % at 8.33 µM; in the data active means activation above about 80%; inconclusive means between about 30% and that limit; further: 0% is about no effect
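Cells expressing TRPV1 were dye-loaded with Fluo-8 and read kinetically: 10 s baseline, 3 min after compound (agonist portion), then 2 min after EC20 capsaicin (allosteric enhancer portion). Calcium-bound dye fluorescence at 480/520 nm.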
BRCA1 expr up – qHTS Assay to Identify Small Molecule Activators of BRCA1 Expression | AID 624202, 2012 | Potency, µM (titrated, usually from 46.1 µM), inactives show at the top dose activation, hits mostly activators | 1.1% of 380,000 active | MCF7-BRCA1-FFLuc reporter, luminescence, 48 h; response scale: scaled: vehicle 0%, 10 µM genistein 100%; further: potency means the concentration at half of the fitted maximal effect; nearly all actives have a fitted effect of over 80% in size; some results filed as inactive show a strong effect at the top dose
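First, MCF7-BRCA1-FFLuc cells (2000/well) attach for 2 h; next, compounds are pin-added and incubated 48 h at 37 °C; finally, luciferase reagent is added and luminescence read after 15 min.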
uPA generation – qHTS for Inhibitors of Cell Surface uPA Generation; cell surface uPA generation assay, qHTS; AID 540303, 2011; Potency, µM (top dose mostly 38.3 µM), for inactives: top-dose activity change, negative = inhibition, most hits filed as inhibitors; 0.31% of 330,000 active; active means well fitted inhibition curve with a large enough effect; inconclusive means small, poorly fitted or top-dose-only effect; inactive means no such curve, though single readings can be large or run the other way; tested in mouse RAW 264.7 cells; further: potency means the concentration at half of the fitted maximal effect; on the % scale 0 is the no-effect control and ±100 the full control effect; nearly all actives have a fitted effect of over 55% in size
Integrin act MD – qHTS for Activators of Integrin-Mediated Alleviation for Muscular Dystrophy. Potency, µM (highest dose often 38.3 µM), for inactives: at the highest dose activation, actives largely listed as activators. 0.064% of 350,000 active. alpha7betagal myoblasts, beta-gal FDG fluorescence, 48 h;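 further: potency means the concentration at half of the fitted maximal effect; 100% = response of the positive control SU9516; nearly all actives have a fitted effect of over 60% in size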
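Alpha7betagal+/- myoblasts (passage 13) were plated 16-24 hr, then exposed to compounds (1:260 dilution of DMSO stock) for 48 hours at 37C. After MPER lysis, β-galactosidase reporter activity was read as FDG fluorescence (ex 480/em 540) after 30 minutes.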
B2AR arrestin – qHTS assay of beta-arrestin-biased ligands of beta2-adrenergic receptor; AID 492947, 2010; Potency, µM (highest dose often 46.1 µM), for the others: top-dose activation, hits mostly activators; beta-arrestin recruitment to beta2AR, cell-based reporter; 0.02% of 330,000 active;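 further: potency means the concentration at half of the fitted maximal effect; 0% = DMSO controls and full agonism = EC100 isoproterenol or metaproterenol; nearly all actives have a fitted effect of over 65% in size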
Target sequence (P07550 whole entry, looked up): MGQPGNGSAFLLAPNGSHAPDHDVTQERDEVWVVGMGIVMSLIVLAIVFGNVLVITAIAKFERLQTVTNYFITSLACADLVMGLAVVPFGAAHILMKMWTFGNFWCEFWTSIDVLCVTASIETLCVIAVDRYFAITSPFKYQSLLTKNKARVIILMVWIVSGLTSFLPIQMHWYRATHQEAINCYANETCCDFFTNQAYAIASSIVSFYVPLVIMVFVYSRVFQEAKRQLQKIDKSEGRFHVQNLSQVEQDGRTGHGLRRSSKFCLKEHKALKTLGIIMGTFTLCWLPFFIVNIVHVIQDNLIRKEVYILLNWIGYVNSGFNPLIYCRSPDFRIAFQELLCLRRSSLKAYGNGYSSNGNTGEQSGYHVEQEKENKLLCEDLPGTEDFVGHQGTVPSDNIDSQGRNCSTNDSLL
PTAP TSG101 blk – qHTS Assay for Iinhibitors of HIV-1 Budding by Blocking the Interaction of PTAP/TSG101 | Tumor susceptibility gene 101 protein (Homo sapiens), Q99816 | Fluorescence polarization, FITC-PTAP peptide / Tsg101 binding | Potency, µM (highest dose often 115 µM), for the others: top-dose activity change, negative = inhibition, most hits filed as inhibitors | 340,000 tested, under 10 active; active means well fitted inhibition curve with a large enough effect in the main read-out, with a control signal flat, not every such curve was filed as active; inconclusive means small, poorly fitted or top-dose-only effect, or effect the other way, or a change in a side signal; inactive means no such curve, though single readings can be large or run the other way; further: potency means the concentration at half of the fitted maximal effect; % of control where 0% means no effect
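Compounds were pin-transferred onto Tsg101 binding domain (10 uM final) in HEPES pH 7.5 buffer, then FITC-PTAP peptide was added at 50 nM final. After 20 min at RT, polarization reported peptide displacement across a qHTS concentration series.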
Eya2 inh – qHTS Assay for Inhibitors of the Phosphatase Activity of Eya2 | recombinant Eya2, OMFP fluorescence dephosphorylation (OMFP is methylfluorescein phosphate) | Potency, µM (highest dose often 76.9 µM), inactives show at the highest dose activity, negative = inhibition, most hits filed as inhibitors | 0.006% of 330,000 active; further: potency means the concentration at half of the fitted maximal effect; on the % scale 0 is the no-effect control and ±100 the full control effect
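Eya2 protein (added as 0.2 uM solution) was preincubated with compound for 10 min at ambient temperature in 50 mM HEPES pH 7.5, 50 mM NaCl, 5 uM MgCl2, 0.05% BSA, 1 mM DTT. OMFP (added at 50 uM) then reacted 10 min; fluorescence read at 485/525 nm.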
ELG1 genotoxic – qHTS screen for small molecules that induce genotoxicity in human embryonic kidney (HEK293T) cells expressing luciferase-tagged ELG1; HEK293T ELG1-luciferase reporter, luminescence, 16 h; Potency, µM (titrated, usually from 46 µM), for the others: at the top dose activity change, positive = activation, hits mostly activators; 1.3% of 330,000 active; AID 504466, 2011; further: potency means the concentration at half of the fitted maximal effect; % of control where 0% means no effect; nearly all actives have a fitted effect of over 60% in size
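Cells (2,000/well) expressing the ELG1-luciferase fusion are dosed by pin tool and kept 16 hr at 37 °C, 5% CO2. Signal comes from ONE-Glo luciferase reagent after 30 min at room temperature.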
USP2a inh – qHTS Assay for Inhibitors of Ubiquitin-specific Protease USP2a Using CHOP2 as the Reporter; USP2 core, Ub-CHOP2 coupled fluorogenic reporter, 485/531; Potency, µM (doses to about 38.3 µM), for inactives: at the highest dose activity change, negative = inhibition, most hits filed as inhibitors; 0.01% of 330,000 active; AID 463254, 2010;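 further: potency means the concentration at half of the fitted maximal effect; plate controls were DMSO wells for no effect and full inhibition by NEM control for full effect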
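Cell-free coupled assay: 10nM USP2 core preincubated 30min RT with compound in Tris-HCl pH 8.0/CaCl2/CHAPS buffer, then 25nM Ub-CHOP2 and 25nM reporter substrate; fluorescence (Ex 485/Em 531) read after 60min RT, normalized to NEM inhibition, concentration-response curves fitted.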
An asterisk follows results filed as active; ? = inconclusive; nt = no result given; & = joins results of further samples; [ ] = dose if it differs, or a comment. Unless noted, the call rests on the fitted dose curve; in most records, active means well fitted curve in the direction sought with a large enough effect; inconclusive means small, poorly fitted or top-dose-only effect, or another doubt; inactive means no such curve, though single readings can be large; an effect the other way counts as inactive or inconclusive. Hits appear at their usual frequency (roughly 2.6% active in at least one column).

nr	canonical_smiles	p53 reactivator	TRPV1 agonist	uPA generation	ASM inhibitor	ELG1 genotoxic	Integrin act MD	BRCA1 expr up	Eya2 inh	USP2a inh	B2AR arrestin	PTAP TSG101 blk
1	CC[C@]12c3[nH]c4ccccc4c3CCN1C(=O)C(CC(=O)NCCCN(C)C)C[C@@H]2C(=O)N1CCN(C(=O)C2CC2)CC1 (stereo partly specified)	4.4%	nt	6.5%	-5.4%	1.8%	15.7%	0.0%	-21.3%	-0.1%	-0.3%	-0.9%
2	COc1ccc(C2c3[nH]c4ccccc4c3C[C@H]3C(=O)N(CCCO)CC(=O)N23)cc1OC (stereo partly specified)	-4.2%	-2.6	-3.2%	0.7%	3.9%	10.7%	-20.3%	15.3%	0.5%	-0.8%	-2.6%
3	COc1ccccc1NC(=O)C(Sc1ccccc1)c1ccccc1 (stereo unspecified)	3.5%	15.0	0.3%	nt	-3.0%	4.7%	-22.5%	-4.1%	-3.1%	-1.0%	-1.2%
4	Cc1ccccc1-c1noc(C(C)NC(=O)c2ccco2)n1 (stereo unspecified)	-3.4%	3.8	2.9%	-0.5%	-1.5%	36.3%	-6.6%&-8.2%	-6.4%	-1.9%	-0.1%	-2.1%
5	CC(=O)NCCC(=O)Nc1sc2c(c1-c1nc3ccccc3[nH]1)CCCC2	-4.9%	?	-0.4%	-3.2%	-6.3%	2.1%	-18.6%	-7.2%	-1.2%	-0.3%	-1.9%
6	CCc1ccc(C(=O)COC(=O)c2cc([N+](=O)[O-])ccc2N2CCOCC2)cc1	7.2%	4.1	-10.9%	-16.5%	-4.2%	-44.0%	-41.0%	9.9%	2.4%	-0.4%	-0.9%
7	Cc1ccccc1NC(=S)N1CCN(Cc2ccccc2)CC1	12.0%	-0.6	-6.1%	8.1%	-0.6%	-25.7%	3.2%	-4.6%	1.7%	-0.7%	-8.3%
8	COc1cc(SC)ccc1C(=O)Nc1cccc(C2OCCCO2)c1	15.0%	-5.1	2.7%	-5.4%	2.8%	3.7%	29.9%	18.2%	-9.0%	0.0%	-1.6%
9	O=C(CSc1nnc2ccccn12)NNC(=O)c1ccc(Br)cc1	-0.1%	-1.4	-3.6%	2.2%	-0.1%	39.0%	-22.5%	20.2%	-0.4%	0.3%	-6.0%
10	CCN(CC)CCNC(=O)c1sc2ncn(CC(=O)Nc3ccc(C)c(Cl)c3)c(=O)c2c1C	27.3%	-0.3	-5.5%	-9.2%	-3.7%	-68.6%[inhibitor]	-43.2%	-2.6%	-1.2%	1.0%	-0.8%
11	O=C(NC1CCCCC1)C(c1ccc2ncccc2c1)N(Cc1ccc(F)cc1)C(=O)c1ccc2c(c1)OCCO2 (stereo unspecified)	-4.7%	20.0	-10.8%	-7.3%	-4.3%	-24.2%	-43.8%	-1.3%	2.2%	0.1%	-6.1%
12	CC1(C)CC(=O)C2=C(C1)N(Cc1ccco1)C(=O)C2(NC(=O)C1CCCCC1)C(F)(F)F (stereo unspecified)	-4.7%	-3.7	nt	4.8%	-5.2%	12.0%	0.5%	-22.0%	0.7%	3.7%	-3.4%
13	CCSC1=N/C(=C/c2ccsc2)C(=O)N1c1ccccc1	-10.9%	3.2	0.7%	nt	-0.5%	-34.9%	-18.7%	-1.4%	-1.3%	0.1%	-0.7%
14	COc1ccc(-c2csc(=Nc3c(C)n(C)n(-c4ccccc4)c3=O)n2C(C)(C)C)cc1	-12.7%	-7.0	4.7%	-1.5%	-0.9%	-8.5%	5.2%	-6.1%	4.1%	0.1%	-5.8%
15	N#CCCN(CCC#N)S(=O)(=O)c1ccc(C(=O)Nc2nc(-c3ccccc3)c(C(=O)c3ccccc3)s2)cc1	-3.5%	3.1	3.1%	-5.5%	-0.8%	-20.7%	-36.6%	-8.5%	3.8%	0.1%	0.1%
16	N#Cc1c(Cn2cncn2)nc(=O)n(-c2ccccc2)c1N	0.7%	-0.4	3.3%	3.5%	-0.4%	8.9%	9.7%	1.3%	9.9%	0.4%	-3.2%
17	Cc1nn(C)cc1CN(C)C(=O)c1ccc(OC2CCN(Cc3ccccn3)CC2)cc1	-4.0%	5.2	4.5%	4.2%	-1.1%[9.26 µM]	22.5%	-10.0%	12.8%	1.5%	0.0%	-3.9%
18	CSc1nc2c(c(=O)[nH]1)C(c1cccc(Cl)c1)CC(=O)N2 (stereo unspecified)	0.6%	-3.2	0.7%	6.4%	-0.2%	-11.2%	-6.7%	-13.4%	1.7%	0.4%	-8.7%
19	COc1ccc(NC(=O)CCn2ccnc2)c(OC)c1	4.4%	-0.9	3.6%	8.9%	2.0%	2.1%	-27.9%	1.2%	-4.4%	0.3%	-7.1%
20	CC(C)CN1C(=O)C(=Nc2cccnc2)c2ccccc21	9.5%	-3.1	?	-3.2%	3.5%	8.7%	0.6%	7.6%	1.1%	0.0%	-3.4%
21	O=C(COc1cccc2cccnc12)N/N=C1\SCC(=O)N1CCc1ccccc1	-2.1%	4.8	-4.1%	-1.9%	-5.6%	0.0%	-0.5%	-16.1%	0.7%	-0.4%	-7.1%
22	COc1ccccc1C(=O)N(C)c1nnc(-c2ccccc2)s1	-0.5%	-6.3	2.8%	-0.7%	4.6%	5.1%	106.2%	-7.4%	-1.3%	0.2%	-7.7%
23	CC(C)(C)c1cc(N)n(-c2ccc(C(=O)O)cc2)n1	-3.2%	-1.8	1.6%	-0.8%	0.2%	10.3%	4.6%	4.0%	-1.3%	3.8%	-1.4%
24	O=C(/C=C/c1ccccc1)CC(=O)c1ccccc1O	25.6%	19.7	8.91µM*	-2.3%	?	-68.0%[inhibitor]	28.5%	9.0%	2.7%	-0.5%	1.8%
25	O=C(NCc1ccco1)c1cccc(S(=O)(=O)N2CCCC2)c1	-2.1%	-0.5	2.7%	-0.9%[11.5 µM]	-0.7%	-12.5%	-9.4%	-4.2%	0.6%	-0.4%	-3.6%

Next section:
nr	canonical_smiles	p53 reactivator	TRPV1 agonist	uPA generation	ASM inhibitor	ELG1 genotoxic	Integrin act MD	BRCA1 expr up	Eya2 inh	USP2a inh	B2AR arrestin	PTAP TSG101 blk
26	CCOC(=O)CSc1nnc(NC(=O)C2CC(=O)N(c3ccc(F)cc3)C2)s1 (stereo unspecified)	-2.1%	9.1	1.8%	-4.5%	6.4%	0.0%	-24.8%	-5.5%	-8.9%	0.3%	-2.0%
27	COc1cccc(CNC2CCCC2)c1	-3.1%	1.2	nt	0.5%	-2.8%	2.2%[7.66 µM]	6.8%	27.2%[15.4 µM]	-0.4%	-1.6%	-8.4%
28	CCCCOP(=O)(c1ccc(N(C)C)cc1)C(O)c1c(Cl)cccc1Cl (stereo unspecified)	0.5%	2.7	14.7%	2.8%	-2.9%	1.0%	-17.2%	-10.4%	-6.2%	-0.2%	-1.6%
29	COc1ccccc1NC(=O)Nc1ccc2c(c1)OCCO2	5.8%	-0.5	-4.6%	-2.6%	11.8%	32.4%	49.8%	12.0%	-0.5%	-0.3%	-4.0%
30	COc1ccc(C)cc1S(=O)(=O)N(CC(=O)NC1CCCC1)c1ccc(F)cc1	0.3%	?	7.3%	-0.8%	-0.3%	12.9%	-18.4%	-1.5%	1.9%	-0.9%	-1.9%
31	CC(C)C(=O)NCCc1nc2ccccc2n1C	-9.8%	-1.1	2.4%	1.1%	0.4%	3.6%	-5.5%	7.5%	1.6%	-0.2%	-4.8%
32	O=S(=O)(Nc1ncccn1)c1ccc(NC(=S)N2CCN(c3cccc(C(F)(F)F)c3)CC2)cc1	nt	nt	9.5%	-6.5%	nt	18.9%	-15.9%	nt	nt	nt	0.7%
33	C/C(=N\NC(=O)c1cccs1)c1cccnc1	1.2%	1.2	-4.0%	5.3%	5.6%	10.9%	?	2.5%	1.7%	0.1%	-7.4%
34	CCOc1ccc(S(=O)(=O)NCCC(=O)N(C)CC(=O)Nc2ccc(OC)cc2)cc1	-7.5%	-2.8	7.8%	-0.3%	-1.5%	2.5%	-15.6%	-5.7%	-0.4%	0.4%	-1.3%
